From PubChem
GalR3 antagonist: antagonists of human GalR3 | HEK293 GalR3-CNG cAMP membrane potential fluorescence; galR3 body fused to GalR1 C-terminus | O60755 | 0.44% of 360,000 active | inhibition, % at 3 µM;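 active = inhibition above the screen-wide average plus 3 SD, cut at about 13% in these data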;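 note: forskolin and galanin both at EC90 stimulate the cells; cAMP rise reported by CNG channel membrane potential dye signal; 0% = forskolin plus galanin with DMSO and 100% = forskolin alone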
MEKK2mut PB1 HTS: signal of MEK5 binding to mutant human MEKK2 PB1 domain. percent response, % at 10 µM. bead flow cytometry, Alexa488-MEK5 binding to MEKK2 mutant. 0.35% of 290,000 active; in the data active = percent response above about 24%, passing the limit was not always enough; note: inactives centre near 1; some results filed as inactive read as strong as hits; reference of the scale not given here
OXTR ag: agonists of human oxytocin receptor | P30559 | CHO-OTR cells, Fluo-8 calcium fluorescence; normalized: DMSO 0%, oxytocin 100% | activation, % at 3 µM | 0.32% of 320,000 active;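 active = activation above the mean of all tested compounds plus 3 SD, cutoff set per screening run, cut at about 20% in these data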;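 note: peak over basal fluorescence ratio from a 100 s FLIPR kinetic read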
PHOSPHO1 block: blocks human PHOSPHO1 phosphatase activity | Q8TCT1 | recombinant PHOSPHO1, absorbance phosphatase assay | 1.1% of 290,000 active | inhibition, % at 13.3 µM | AID 1565; in the data active = inhibition above about 60%
Target sequence (Q8TCT1 whole entry, looked up): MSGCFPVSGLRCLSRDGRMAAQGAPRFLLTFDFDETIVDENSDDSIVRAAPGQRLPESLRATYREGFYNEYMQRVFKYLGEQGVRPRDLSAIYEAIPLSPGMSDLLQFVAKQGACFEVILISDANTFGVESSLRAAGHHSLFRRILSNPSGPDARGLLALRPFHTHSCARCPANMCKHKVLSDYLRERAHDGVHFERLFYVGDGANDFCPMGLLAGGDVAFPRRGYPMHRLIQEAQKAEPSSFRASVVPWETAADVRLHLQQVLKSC
V1R ag counter: V1a receptor agonism, counter-screen for OXTR agonists. P37288. CHO-V1R cells, Fluo-8 calcium fluorescence, agonist mode; 0% DMSO, 100% 3 nM vasopressin. activation, % at 3 µM. 0.25% of 320,000 active. AID 2797;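 active = activation above the mean activation of all tested compounds plus 3 SD, per screening run, cut at about 20% in these data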;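 note: signal is peak over basal fluorescence ratio across a 100 second FLIPR read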
Target sequence (P37288 whole entry, looked up): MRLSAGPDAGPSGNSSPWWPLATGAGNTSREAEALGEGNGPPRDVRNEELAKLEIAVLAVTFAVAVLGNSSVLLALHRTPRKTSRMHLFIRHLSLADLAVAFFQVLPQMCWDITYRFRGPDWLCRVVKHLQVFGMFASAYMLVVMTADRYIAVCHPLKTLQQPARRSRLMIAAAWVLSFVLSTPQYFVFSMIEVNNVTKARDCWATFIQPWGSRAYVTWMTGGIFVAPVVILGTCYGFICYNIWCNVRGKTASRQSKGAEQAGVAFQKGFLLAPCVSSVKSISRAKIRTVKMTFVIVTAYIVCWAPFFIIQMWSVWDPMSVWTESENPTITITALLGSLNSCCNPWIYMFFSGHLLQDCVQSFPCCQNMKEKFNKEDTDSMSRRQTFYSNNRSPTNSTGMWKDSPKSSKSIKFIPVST
MEKK2 WT-MEK5: raises or lowers MEK5 binding to wildtype human MEKK2 PB1 domain | Q9Y2U5 | bead flow cytometry, Alexa488-MEK5 binding to MEKK2 WT; actives lie on both sides | binding response (% of control), % at 10 µM | 1.1% of 290,000 active | AID 1531; in the data active = binding response below about 67% or above about 130%
MEKK3 PB1 HTS: modulators (inhibitors or enhancers) of MEK5 binding to human MEKK3 PB1 domain. AID 1529. binding response (% of control), % at 10 µM. bead-based flow cytometry, Alexa488-MEK5 binding to MEKK3; actives lie on both sides; 0 = blocked by unlabeled MEK5, 100 = vehicle. Q99759. 1.4% of 290,000 active;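 active = binding response more than 3 SD above or below the average of its plate-row segment, actives on both sides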;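 note: Alexa488 bead fluorescence after subtracting the streptavidin-only scavenger bead signal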
NALP1 yeast inh: inhibitors of NALP1 inflammasome in yeast; S. cerevisiae NALP1/ASC/caspase-1 growth, X-gal OD620, 72 h; inhibition, % at 10 µM; 0.61% of 280,000 active; in the data active = inhibition mostly above about 24%, no sharp cut-off; inactive = mostly below about 32%; note: some compounds called inactive have numbers as strong as hits
GPR7 antagonist: human neuropeptides B/W receptor 1 antagonism; inhibition, % at 4.4 µM; 1.1% of 290,000 active; GPR7-expressing cells, fluorescence antagonist assay; in the data active = inhibition above about 16%, passing the limit was not always enough;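 note: cells stimulated with the agonist NPW; 0% = agonist with vehicle and 100% = vehicle without agonist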
Target sequence (P48145 whole entry, looked up): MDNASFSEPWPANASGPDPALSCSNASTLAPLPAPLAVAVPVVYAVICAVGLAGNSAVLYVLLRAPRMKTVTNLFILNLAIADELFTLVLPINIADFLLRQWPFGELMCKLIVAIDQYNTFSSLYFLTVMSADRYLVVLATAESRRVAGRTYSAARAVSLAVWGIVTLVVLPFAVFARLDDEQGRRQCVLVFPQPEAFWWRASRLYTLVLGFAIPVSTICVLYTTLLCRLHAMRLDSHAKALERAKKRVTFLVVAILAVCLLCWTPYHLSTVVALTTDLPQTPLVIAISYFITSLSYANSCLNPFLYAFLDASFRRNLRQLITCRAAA
An asterisk follows results filed as active.

`O=C(Oc1ccc(-c2cnc3ccccc3n2)cc1)c1cccc([N+](=O)[O-])c1` gave GalR3 antagonist 0, MEKK2mut PB1 HTS 1, OXTR ag -0.4, PHOSPHO1 block -7, V1R ag counter 1.2, MEKK2 WT-MEK5 101, MEKK3 PB1 HTS 104, NALP1 yeast inh 39 and GPR7 antagonist -20.
For COC(=O)c1cc(O)c(OCc2ccccc2)c(O)c1 the results were GalR3 antagonist 5, MEKK2mut PB1 HTS 4, OXTR ag 0.9, PHOSPHO1 block -14, V1R ag counter -0.2, MEKK2 WT-MEK5 94, MEKK3 PB1 HTS 95 and GPR7 antagonist -6.
Screening CC1Cc2ccccc2N1C(=O)Cn1cc([N+](=O)[O-])cn1 (configuration not stated) returned GalR3 antagonist -2, MEKK2mut PB1 HTS 8, OXTR ag 3.8, PHOSPHO1 block 30, V1R ag counter 0.6, MEKK2 WT-MEK5 109, MEKK3 PB1 HTS 105, NALP1 yeast inh 7 and GPR7 antagonist -5.
`COc1ccc2[nH]c(=O)c(CN(Cc3nnnn3Cc3ccc(F)cc3)CC3CCCO3)cc2c1` (configuration not stated) gave GalR3 antagonist -2, MEKK2mut PB1 HTS -5, OXTR ag -1.5, PHOSPHO1 block 17, V1R ag counter 2.0, MEKK2 WT-MEK5 93, MEKK3 PB1 HTS 93, NALP1 yeast inh 2 and GPR7 antagonist 4.
For CCC(=O)N1CCN(c2c(Cl)cccc2[N+](=O)[O-])CC1 the results were GalR3 antagonist 0, MEKK2mut PB1 HTS 8, OXTR ag 0.0, PHOSPHO1 block 6, V1R ag counter 0.1, MEKK2 WT-MEK5 98, MEKK3 PB1 HTS 98, NALP1 yeast inh -2 and GPR7 antagonist 0.
`O=C(NS(=O)(=O)Oc1cccc(F)c1)OC[C@@H]1CCCN2CCCCC12` (some centres not stated) gave GalR3 antagonist -1, MEKK2mut PB1 HTS -4, OXTR ag 0.3, PHOSPHO1 block 4, V1R ag counter -0.3, MEKK2 WT-MEK5 104, MEKK3 PB1 HTS 101, NALP1 yeast inh 28 and GPR7 antagonist 23*.
Screening O=C(NCc1ccc2c(c1)OCO2)C1CCCN1C(=O)Nc1cccc(Cl)c1 (configuration not stated) returned GalR3 antagonist -2, MEKK2mut PB1 HTS 1, OXTR ag -1.9, PHOSPHO1 block -71, V1R ag counter -0.6, MEKK2 WT-MEK5 95, MEKK3 PB1 HTS 99, NALP1 yeast inh 7 and GPR7 antagonist -14.
Screening CC1CCN(S(=O)(=O)c2ccc3c(c2)c(=O)c(C(=O)NCc2ccccc2Cl)cn3C)CC1 returned MEKK2mut PB1 HTS -2, OXTR ag 0.2, PHOSPHO1 block -12, V1R ag counter 0.7, MEKK2 WT-MEK5 97, MEKK3 PB1 HTS 97, NALP1 yeast inh 21 and GPR7 antagonist -11.
COc1cccc(CN(C)CC(O)COC(c2ccccc2)c2ccccc2C)c1 (configuration not stated) was read as GalR3 antagonist -10, MEKK2mut PB1 HTS 21, OXTR ag 7.1, PHOSPHO1 block 32, V1R ag counter 12, MEKK2 WT-MEK5 150*, MEKK3 PB1 HTS 107, NALP1 yeast inh 5 and GPR7 antagonist 8.
For CCOc1ccc2oc(C(=O)NNC(=O)c3csc(N4CCOCC4)n3)c(C)c2c1 the results were GalR3 antagonist -3, MEKK2mut PB1 HTS 4, OXTR ag 1.3, PHOSPHO1 block 38, V1R ag counter 2.4, MEKK2 WT-MEK5 106, MEKK3 PB1 HTS 103, NALP1 yeast inh -4 and GPR7 antagonist -13.
Screening Cc1nnc(SCC(=O)NC(=O)NC(C)(C)C)n1N returned GalR3 antagonist -3, MEKK2mut PB1 HTS 4, OXTR ag 0.9, PHOSPHO1 block 5, V1R ag counter 0.1, MEKK2 WT-MEK5 109, MEKK3 PB1 HTS 108, NALP1 yeast inh 8 and GPR7 antagonist -7.
`O=C(c1ccco1)N(Cc1ccc(Cl)cc1)C1CCS(=O)(=O)C1` (configuration not stated) gave GalR3 antagonist 0, MEKK2mut PB1 HTS -1, OXTR ag 0.7, PHOSPHO1 block 38, V1R ag counter 1.7, MEKK2 WT-MEK5 102, MEKK3 PB1 HTS 100, NALP1 yeast inh 26 and GPR7 antagonist 4.

Some of these compounds in order of formula weight, low to high:
`O=C(c1ccco1)N(Cc1ccc(Cl)cc1)C1CCS(=O)(=O)C1` (configuration not stated) gave GalR3 antagonist 0, MEKK2mut PB1 HTS -1, OXTR ag 0.7, PHOSPHO1 block 38, V1R ag counter 1.7, MEKK2 WT-MEK5 102, MEKK3 PB1 HTS 100, NALP1 yeast inh 26 and GPR7 antagonist 4.
`O=C(Oc1ccc(-c2cnc3ccccc3n2)cc1)c1cccc([N+](=O)[O-])c1` gave GalR3 antagonist 0, MEKK2mut PB1 HTS 1, OXTR ag -0.4, PHOSPHO1 block -7, V1R ag counter 1.2, MEKK2 WT-MEK5 101, MEKK3 PB1 HTS 104, NALP1 yeast inh 39 and GPR7 antagonist -20.
Screening O=C(NCc1ccc2c(c1)OCO2)C1CCCN1C(=O)Nc1cccc(Cl)c1 (configuration not stated) returned GalR3 antagonist -2, MEKK2mut PB1 HTS 1, OXTR ag -1.9, PHOSPHO1 block -71, V1R ag counter -0.6, MEKK2 WT-MEK5 95, MEKK3 PB1 HTS 99, NALP1 yeast inh 7 and GPR7 antagonist -14.
COc1cccc(CN(C)CC(O)COC(c2ccccc2)c2ccccc2C)c1 (configuration not stated) was read as GalR3 antagonist -10, MEKK2mut PB1 HTS 21, OXTR ag 7.1, PHOSPHO1 block 32, V1R ag counter 12, MEKK2 WT-MEK5 150*, MEKK3 PB1 HTS 107, NALP1 yeast inh 5 and GPR7 antagonist 8.

(next part)
For N#CCC(=O)N1CCCCCC1 the results were GalR3 antagonist 1, OXTR ag 0.1, PHOSPHO1 block -6, V1R ag counter 0.1, NALP1 yeast inh 7 and GPR7 antagonist -15.
For CCOc1ccc(S(=O)(=O)N2CCCC(C(=O)N3CCC(C(N)=O)CC3)C2)cc1Cl (configuration not stated) the results were GalR3 antagonist 0, MEKK2mut PB1 HTS 0, OXTR ag 0.4, PHOSPHO1 block 32, V1R ag counter 0.1, MEKK2 WT-MEK5 103, MEKK3 PB1 HTS 101, NALP1 yeast inh 5 and GPR7 antagonist -14.
Screening CC(C)(C)c1ccc(Cn2nnc3c(=O)[nH]c(C4CCN(C(=O)c5ccco5)CC4)nc32)cc1 returned GalR3 antagonist -3, MEKK2mut PB1 HTS -3, PHOSPHO1 block 22, MEKK2 WT-MEK5 99, MEKK3 PB1 HTS 103, NALP1 yeast inh 28 and GPR7 antagonist -27.
Screening CCOC(=O)N1CN(C(=O)OCC)CN(C(=O)OCC)C1 returned GalR3 antagonist -11, MEKK2mut PB1 HTS -12, OXTR ag -0.6, PHOSPHO1 block 32, V1R ag counter 0.8, MEKK2 WT-MEK5 90, MEKK3 PB1 HTS 88, NALP1 yeast inh 22 and GPR7 antagonist 18*.
O=C(c1ccccc1)c1ccc(OCC(O)CNCc2ccc(F)cc2)cc1 (configuration not stated) was read as GalR3 antagonist -4, MEKK2mut PB1 HTS 4, MEKK2 WT-MEK5 122, MEKK3 PB1 HTS 100, NALP1 yeast inh 8 and GPR7 antagonist 16.
CC1CCc2c(sc3nc(C4CC4)nc(N4CCN(C(=O)c5ccco5)CC4)c23)C1 (configuration not stated) was read as GalR3 antagonist -3, MEKK2mut PB1 HTS -3, OXTR ag 0.0, V1R ag counter 0.7, MEKK2 WT-MEK5 92, MEKK3 PB1 HTS 104 and GPR7 antagonist 5.
Screening Cc1cc(Nc2ccccc2)n(C(=O)c2ccc(N)cc2)n1 returned GalR3 antagonist 4, MEKK2mut PB1 HTS -4, OXTR ag -0.5, PHOSPHO1 block 2, V1R ag counter 0.7, MEKK2 WT-MEK5 94, MEKK3 PB1 HTS 97, NALP1 yeast inh 2 and GPR7 antagonist -8.
CCC(CO)NCC#Cc1ccccc1 (configuration not stated) was read as GalR3 antagonist -6, MEKK2mut PB1 HTS 1, OXTR ag 1.9, PHOSPHO1 block 29, V1R ag counter 0.2, MEKK2 WT-MEK5 97, MEKK3 PB1 HTS 94, NALP1 yeast inh 9 and GPR7 antagonist -12.
`CC1CCN(C(=O)CSc2nc(N)c(NC(=O)c3ccccc3)c(=O)[nH]2)CC1` gave GalR3 antagonist -1, MEKK2mut PB1 HTS 5, OXTR ag 0.4, PHOSPHO1 block 38, V1R ag counter 1.6, MEKK2 WT-MEK5 103, MEKK3 PB1 HTS 102, NALP1 yeast inh 6 and GPR7 antagonist 1.
`O=C(Nc1cc(C(F)(F)F)ccc1Cl)c1cc(C2CC2)on1` gave GalR3 antagonist -6, MEKK2mut PB1 HTS -3, OXTR ag -1.1, PHOSPHO1 block -14, V1R ag counter -0.4, MEKK2 WT-MEK5 97, MEKK3 PB1 HTS 95, NALP1 yeast inh -46 and GPR7 antagonist -10.
For Cc1cccc(NC(=O)NNC(=O)COc2ccc3ccccc3c2)c1 the results were GalR3 antagonist -2, MEKK2mut PB1 HTS 3, OXTR ag -0.6, PHOSPHO1 block 46, V1R ag counter 0.3, MEKK2 WT-MEK5 106, MEKK3 PB1 HTS 100, NALP1 yeast inh 26 and GPR7 antagonist -3.
For CC(C)(C)c1ccc(OCc2ccc(C(=O)NCc3cccnc3)o2)cc1 the results were GalR3 antagonist -8, MEKK2mut PB1 HTS 2, OXTR ag 9.6, PHOSPHO1 block 4, V1R ag counter 11, MEKK2 WT-MEK5 100, MEKK3 PB1 HTS 100, NALP1 yeast inh 0 and GPR7 antagonist -7.
For O=C(CSCCO)Nc1cccc(C(F)(F)F)c1 the results were GalR3 antagonist -6, MEKK2mut PB1 HTS 4, OXTR ag 1.4, PHOSPHO1 block 6, V1R ag counter 1.1, MEKK2 WT-MEK5 104, MEKK3 PB1 HTS 103, NALP1 yeast inh 5 and GPR7 antagonist -4.
`CC1CN(C(=O)c2ccc(CNS(=O)(=O)c3cccc(Cl)c3)cc2)CC(C)O1` (configuration not stated) gave GalR3 antagonist -3, MEKK2mut PB1 HTS -4, MEKK2 WT-MEK5 97, MEKK3 PB1 HTS 99, NALP1 yeast inh 22 and GPR7 antagonist -15.
Screening CCCNC(=O)c1cc(OC)c(OC)cc1[N+](=O)[O-] returned GalR3 antagonist -4, MEKK2mut PB1 HTS 2, OXTR ag 0.1, PHOSPHO1 block -6, V1R ag counter 1.4, MEKK2 WT-MEK5 99, MEKK3 PB1 HTS 102 and GPR7 antagonist -6.
C=C(C)COc1ccc2c(CC)cc(=O)oc2c1C was read as GalR3 antagonist -2, MEKK2mut PB1 HTS -1, OXTR ag -3.6, PHOSPHO1 block 6, V1R ag counter -1.3, MEKK2 WT-MEK5 97, MEKK3 PB1 HTS 96, NALP1 yeast inh 47 and GPR7 antagonist -5.
For Cc1nc2ccccc2c(=O)n1/N=C/c1ccc(C(C)C)cc1 the results were GalR3 antagonist -10, MEKK2mut PB1 HTS 1, OXTR ag -2.0, PHOSPHO1 block 28, V1R ag counter 0.7, MEKK2 WT-MEK5 107, MEKK3 PB1 HTS 102, NALP1 yeast inh 18 and GPR7 antagonist -7.
CC(C)(C)C(=O)N1CCc2cc(-c3csc(N)n3)ccc21 was read as GalR3 antagonist 3, MEKK2mut PB1 HTS 2, OXTR ag -0.8, PHOSPHO1 block 18, V1R ag counter -0.3, MEKK2 WT-MEK5 99, MEKK3 PB1 HTS 106, NALP1 yeast inh 7 and GPR7 antagonist -7.
For N/C(Cc1ccc(Cl)cc1)=N\OC(=O)C1CCCCC1 the results were GalR3 antagonist 1, MEKK2mut PB1 HTS -2, OXTR ag -2.0, PHOSPHO1 block 2, V1R ag counter -1.0, MEKK2 WT-MEK5 95, MEKK3 PB1 HTS 94, NALP1 yeast inh 47* and GPR7 antagonist 13.
